# CYP2C19 inhib – blockers of cytochrome P450 2C19 activity – biochemical, luminescence, ADME assay, primary screen; inhibition, % at 5 µM; AID 778, 2007; CYP2C19 Supersomes, luciferin-H EGE luminescence, 30 min; 21% of 96,000 active;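 active = CYP2C19 inhibition above a set limit at 5 µM in the primary screen, cut at about 50% in these data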;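 note: plate controls were negative control wells for no effect and 2.5 mM tranylcypromine positive control for full effect; values of inactives mirror those of a sister screen read the other way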
# Plk1 PBD FP – Plk1 polo box domain binding inhibitors, primary screen, biochemical, fluorescence polarization | Serine/threonine-protein kinase PLK1 (Homo sapiens), P53350 | Plk1 PBD phosphopeptide binding | inhibition, %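 (tested at about 20 µM)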 | 0.13% of 97,000 active; in the data active = inhibition above about 34%, passing the limit was not always enough
# Target sequence (P53350 whole entry, looked up, the tested form may be a part): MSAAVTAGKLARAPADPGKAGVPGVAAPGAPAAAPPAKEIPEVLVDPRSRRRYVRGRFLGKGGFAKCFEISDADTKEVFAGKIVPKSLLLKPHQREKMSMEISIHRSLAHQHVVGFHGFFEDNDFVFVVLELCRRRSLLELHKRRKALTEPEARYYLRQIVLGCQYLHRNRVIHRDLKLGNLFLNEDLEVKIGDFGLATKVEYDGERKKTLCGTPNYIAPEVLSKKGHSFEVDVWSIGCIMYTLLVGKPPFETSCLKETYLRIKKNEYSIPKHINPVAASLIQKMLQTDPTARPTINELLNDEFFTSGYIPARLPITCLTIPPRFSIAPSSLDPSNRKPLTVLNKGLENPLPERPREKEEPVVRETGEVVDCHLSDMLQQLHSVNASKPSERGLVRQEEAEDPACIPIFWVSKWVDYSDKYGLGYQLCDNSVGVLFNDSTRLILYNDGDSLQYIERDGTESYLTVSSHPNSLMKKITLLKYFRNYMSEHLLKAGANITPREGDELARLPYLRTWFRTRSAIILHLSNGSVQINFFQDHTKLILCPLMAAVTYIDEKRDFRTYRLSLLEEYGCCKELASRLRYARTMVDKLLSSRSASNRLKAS
# PLAP act – PLAP enzyme activators, biochemical, luminescence, HTS; 1.2% of 96,000 active; AID 696, 2007; purified PLAP enzyme, luminescent substrate read-out; active compounds read high; activation fold at 20 µM; Alkaline phosphatase, placental type (Homo sapiens), P05187; in the data active = activation fold above about 2
# EphB4 ephrin blk – EphB4-ephrin-B2 interaction antagonists, primary screen, biochemical, TNYL-RAW peptide probe, fluorescence polarization. inhibition, % at 7 µM. EphB4 LBD / TNYL-RAW-Alexa532 peptide. AID 720, 2007. Ephrin type-B receptor 4 (Homo sapiens), P54760. 0.15% of 97,000 active;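 active = inhibition above the screen-wide mean inhibition plus 3 SD, cut at about 15% in these data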;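 note: 0% = DMSO wells and 100% = excess unlabeled TNYL-RAW peptide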
# CYP2C19 activ – human CYP2C19 activators, primary screen, biochemical, luminescence | Cytochrome P450 2C19 (Homo sapiens), P33261 | recombinant CYP2C19, luciferin-H EGE luminescence; active compounds read high; 0 = fully inhibited enzyme, 1 = untreated enzyme | activation factor at 5 µM | 96,000 tested, under 10 active | AID 1025, 2008;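 active = activation factor of at least 2 at 5 µM in the primary screen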;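 note: 0 = wells with 2.5 mM tranylcypromine and 1 = vehicle-only wells; values of inactives mirror those of a sister screen read the other way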
# HIV Rev-RRE inh – HIV-1 Rev-RRE binding inhibitors, primary screen, biochemical, FRET, protein-RNA interaction. P05866. Rev peptide-RRE RNA binding. inhibition, % at 8 µM. 0.79% of 97,000 active;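 active = inhibition above the screen-wide mean plus 3 SD, cut at about 35% in these data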;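 note: 0% = median DMSO wells and 100% = median Neomycin B control wells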
# Target sequence (P05866 whole entry, looked up): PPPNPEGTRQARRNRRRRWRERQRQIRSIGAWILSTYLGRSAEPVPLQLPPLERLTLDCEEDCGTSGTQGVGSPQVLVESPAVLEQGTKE
#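 Test system: labelled RRE RNA duplex and labelled Rev peptide. Times: 5 min compound–RNA preincubation, then 15 min with peptide, 25 °C. Doses: single-dose 8 µM. Measured by: FRET, excitation 480 nm, emission 540 nm donor and 671 nm acceptor. Measure: % inhibition of FRET ratio versus controls.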
# PLK1 inh – human PLK1 kinase inhibitors, primary screen, biochemical, TR-FRET. inhibition, % at 10 µM. recombinant PLK1 kinase, TR-FRET peptide phosphorylation. 0.53% of 97,000 active;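 active = inhibition of 50% or more in the single-concentration screen; inactive = inhibition below 50%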;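 note: 0% = DMSO max control and 100% = H-89 dihydrochloride min control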
# CYP2C9 act – human CYP2C9 activators, primary screen, biochemical, luminescence; Cytochrome P450 2C9 (Homo sapiens), P11712; recombinant CYP2C9, luciferin-H conversion; active compounds read high; factor 1 = untreated enzyme, 0 = blocked; activation factor at 5 µM; 1.4% of 96,000 active;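 active = activation factor of 2 or more for CYP2C9 at a 5 µM dose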;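 note: 0 = sulfaphenazole-blocked wells and 1 = vehicle-only wells; values of inactives mirror those of a sister screen read the other way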
# CYP2C9 inhib – blockers of cytochrome P450 2C9 activity – biochemical, luminescence, ADME assay, primary screen | inhibition, % at 5 µM | P11712 | AID 777, 2007 | 20% of 96,000 active | CYP2C9 Supersomes, luciferin-H conversion;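 active = blocking of liver enzyme CYP2C9 beyond about 50% at 5 µM, limit read from the data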; note: values of inactives mirror those of a sister screen read the other way
# * hit, by the source's call; / = not tested or not shown. Compounds as they come (roughly 29% active in at least one column).
no.	compound	CYP2C19 inhib	Plk1 PBD FP	PLAP act	EphB4 ephrin blk	CYP2C19 activ	HIV Rev-RRE inh	PLK1 inh	CYP2C9 act	CYP2C9 inhib
1	O=C(c1scc2c1CCCC2)N1CCCCC1	8	11	0.9	1	0.9	-1	-14	1.2	-23
2	CCc1c(C)sc(NC(=O)c2cccs2)c1C(=O)OC(C)C	51*	-21	1.2	6	0.5	15	-2	0.4	64*
3	COC(=O)CSc1nnc(CNC(=O)c2cccs2)n1-c1cccc(C)c1	-12	-28	1.1	1	1.1	1	-11	1.1	-10
4	CCSc1cc(C)nc2c(-c3ccc(Cl)cc3)c(C)nn12	4	1	0.9	-10	1	1	-3	0.9	8
5	Cc1ccccc1NC(=O)/C(=C\c1cccs1)NC(=O)c1ccco1	-13	-23	0.9	-8	1.1	-1	-14	1.4	-44
6	CCOC(=O)c1ccc(NC(=O)CCC(=O)OC)cc1	18	-4	1.3	-5	0.8	0	-6	0.8	15
7	O=C(CCCn1c(=S)[nH]c2ccccc2c1=O)NC1CCCCC1	31	8	1.3	-2	0.7	3	-4	1.3	-28
8	CCCCCCCCn1cnc2c(N)c(C)c(C)cc21	36	25	1.5	5	0.6	3	-7	0.8	16
9	COCCCNC(=O)Cn1nnc(-c2ccc(NC(=O)c3ccccc3F)cc2)n1	/	4	/	2	/	4	-15	/	/
10	COCCNC(=O)c1cc(-c2cccc(OC)c2)on1	-2	-14	1.1	0	1	4	-12	1.2	-23
11	Cc1cc2ccccc2n1CCNC(=O)C(C)C	50*	/	1	/	0.5	/	/	0.9	8
12	CCOC(=O)c1ccc(N2C(=O)CC(N3CCN(Cc4ccccc4)CC3)C2=O)cc1 (stereo unspecified)	31	-25	1.6	6	0.7	8	-6	0.8	19
13	Cc1ccc(C)c(OCC(=O)NCCN(C)C)c1	-2	-12	1.1	7	1	14	-8	1.1	-5
14	CSCCC(NC(=O)c1ccccc1)C(=O)OCC(=O)Nc1ccc(C)c(Cl)c1 (stereo unspecified)	40	-19	1.4	4	0.6	5	-7	0.2	82*
15	COc1ccc(C(=O)C(OC(=O)c2ccccc2)c2ccccc2)cc1 (stereo unspecified)	59*	-8	0.8	-14	0.4	5	-9	0.3	70*
16	Cc1cc(C)n(-c2c(F)c(F)c(CO)c(F)c2F)n1	-14	-30	1	13	1.1	7	-11	1.1	-13
17	COc1ccc2[nH]c(C(=O)O)c(NS(=O)(=O)c3ccc(Cl)s3)c2c1	79*	-12	2.2*	5	0.2	5	-14	0	99*
18	CCN(CC)c1ccc(NC(=O)CN2C(=O)CC(C)(C)S(=O)(=O)c3ccccc32)c(C)c1	11	4	1.4	-1	0.9	2	12	0.7	32
19	CC(c1cccs1)N(Cc1ccco1)C(=O)Nc1ccc(Cl)c(Cl)c1 (stereo unspecified)	78*	-1	0.4	1	0.2	10	-7	0	97*
20	Cn1cccc1Cc1nnc(SCC(=O)NC2CCCCC2)n1-c1ccc(F)cc1	-3	-4	1.6	-1	1	-4	-24	1.1	-13
21	COc1ccc(N(C)C(=O)c2ccc3snnc3c2)cc1	32	/	0.9	/	0.7	/	/	0.7	31
22	CCOC(=O)c1c(N)sc(C(O)(C(F)(F)F)C(F)(F)F)c1-c1ccc(F)cc1	32	9	1.3	1	0.7	17	-11	0.3	75*
23	CCCC1CCc2c(sc(NC(=O)OCC)c2C#N)C1 (stereo unspecified)	/	-10	/	1	/	10	-3	/	/
24	CC(C)CNC(=O)CCc1c[nH]c2ccccc12	84*	32	1.1	-3	0.2	-2	-8	1.5	-48
25	COC(=O)CCC(=O)Nc1ccc(Cl)c(Cl)c1	28	-4	0.9	2	0.7	4	-2	1	2
26	Clc1cccc(CSc2nc3ccncc3[nH]2)c1	100*	-9	2.4*	-3	0	4	-9	0.2	76*
27	CC(C)n1c(SCC(N)=O)nc2c1c(=O)n(C)c(=O)n2C	-4	-2	0.9	-7	1	3	7	1.1	-6
28	Cc1cc(C(=O)Nc2cccc(C(=O)O)c2)oc1C	66*	/	0.8	/	0.3	/	/	0.7	28
29	CCOC(=O)Cn1nnnc1C(CC)N(Cc1ccccc1)Cc1cc2cc(C)ccc2[nH]c1=O (stereo unspecified)	58*	11	1.6	-7	0.4	5	-3	0.5	54*
30	COc1ccc(OC)c(S(=O)(=O)NCc2csc(-c3ccccc3)n2)c1	62*	-18	0.8	-7	0.4	0	-11	0.6	37
31	COc1cccc(S(=O)(=O)Nc2ccc3sc(C)nc3c2)c1	100*	-5	1.3	-1	0	4	-23	0.1	95*
32	CCCC1COC(Cn2cncn2)(c2ccc(C)cc2)O1 (stereo unspecified)	58*	7	1	0	0.4	-3	-11	0.5	49
33	CC(C)NC(=O)CSc1nnc(-c2ccc(S(=O)(=O)N3CCCC3)cc2)n1CC1CCCO1 (stereo unspecified)	0	8	1.1	5	1	5	-3	1	4
34	O=C(Nc1ccc2c(c1)OCO2)C1Cc2ccccc2CN1S(=O)(=O)c1cccs1 (stereo unspecified)	56*	22	0.8	9	0.4	7	-3	0.3	72*
35	COc1cc(C(=O)NCCOc2ccccc2)c(Br)c(OC)c1OC	65*	17	1	-8	0.3	-1	-9	0.8	21
36	CCn1c(CSCc2ccc(F)cc2)nnc1SCC(=O)NCc1ccccc1	41	-1	1.8	-1	0.6	-1	-10	0.6	42
37	CN(C)C(C(=O)NC1CCCCC1)c1ccc(Cl)cc1 (stereo unspecified)	56*	/	1.2	/	0.4	/	/	0.7	29
38	CCOc1ccc(C(=O)NCc2cccnc2)cc1	44	-16	1	4	0.6	3	-2	0.9	8
39	COc1ccc(-c2cnn3c4c(c(C)nc23)CCN4C2CCCC2)cc1OC	0	-18	1.2	-1	1	4	-10	1.2	-17
40	CCOC(=O)N1CCN(Cc2nc(-c3cccc(C)c3)no2)CC1	18	-14	1.4	-3	0.8	9	3	0.7	28
41	OC1(c2ccc(OC(F)F)cc2)CSC(=Nc2cccnc2)N1C1CC1 (stereo unspecified)	100*	17	1	6	0	4	-1	0.6	42
42	CC1CN(Cc2ccccc2)c2nc3c(c(=O)n(C)c(=O)n3C)n2C1 (stereo unspecified)	9	33	1.2	-4	0.9	-2	-14	0.7	33
43	Oc1ccc(C(=S)N2CCCCC2)cc1	15	-5	1.1	-8	0.9	4	-8	1.2	-18
44	O=C(Cn1ccc2ccccc2c1=O)NCCC(=O)N1CCN(C2CCCCC2)CC1	-2	-1	1.7	4	1	2	-17	1.1	-9
45	Cc1cc(C(F)(F)F)c(C#N)c(SCC(=O)NC(C)(C)C)n1	36	/	1	/	0.6	/	/	0.8	18
46	COc1ccccc1Cn1c(=O)c2ccccc2n2c(Sc3ncnc4sccc34)nnc12	61*	8	1.3	-2	0.4	9	-9	0.4	57*
47	CCCn1c(=O)c(C(=O)Nc2ccccc2C(=O)OC)c(O)c2ccccc21	4	/	1.6	/	1	/	/	0.7	32
48	O=C(NCc1ccccc1)C1CCN(S(=O)(=O)N2CCOCC2)CC1	-3	-10	1	6	1	3	2	1	4
49	CCOC(=O)COc1cc(Br)c(C2NC(=O)NC(C)=C2C(C)=O)cc1OCC (stereo unspecified)	16	5	1	-5	0.8	1	-1	0.6	35
50	Cc1cc(C)n(-c2nc(-c3ccccc3)cs2)n1	5	11	1	0	0.9	18	-5	0.9	7
51	CCOc1ccc2ccccc2c1/C=N/n1cncn1	49	-14	0.7	3	0.5	8	-19	0.4	58*
52	O=C(NCC1CCCO1)c1c(O)c2cccc3c2n(c1=O)CCC3 (stereo unspecified)	-2	3	1	0	1	0	-5	1.4	-43
53	CCOC(=O)c1c(C)oc2cc(Br)c(OC(C)C(=O)OCC)cc12 (stereo unspecified)	94*	14	1.7	1	0.1	5	-6	0.1	91*
54	[O-][n+]1onc2c1CCC1N(O)C(c3ccccc3)CC21O (stereo unspecified)	16	5	0.9	-2	0.8	11	-10	1	3
55	CC1CCN(CC(=O)Nc2ccccc2-c2ccccc2)CC1	/	17	/	0	/	13	-11	/	/
56	C(=C\c1ccccc1)/C=N/Nc1nc(N2CCOCC2)nc(N2CCOCC2)n1	10	-33	1	3	0.9	7	-16	1.1	-6

# By substructure, those above with fluorine.
no.	compound	CYP2C19 inhib	Plk1 PBD FP	PLAP act	EphB4 ephrin blk	CYP2C19 activ	HIV Rev-RRE inh	PLK1 inh	CYP2C9 act	CYP2C9 inhib
9	COCCCNC(=O)Cn1nnc(-c2ccc(NC(=O)c3ccccc3F)cc2)n1	/	4	/	2	/	4	-15	/	/
16	Cc1cc(C)n(-c2c(F)c(F)c(CO)c(F)c2F)n1	-14	-30	1	13	1.1	7	-11	1.1	-13
20	Cn1cccc1Cc1nnc(SCC(=O)NC2CCCCC2)n1-c1ccc(F)cc1	-3	-4	1.6	-1	1	-4	-24	1.1	-13
22	CCOC(=O)c1c(N)sc(C(O)(C(F)(F)F)C(F)(F)F)c1-c1ccc(F)cc1	32	9	1.3	1	0.7	17	-11	0.3	75*
36	CCn1c(CSCc2ccc(F)cc2)nnc1SCC(=O)NCc1ccccc1	41	-1	1.8	-1	0.6	-1	-10	0.6	42
41	OC1(c2ccc(OC(F)F)cc2)CSC(=Nc2cccnc2)N1C1CC1 (stereo unspecified)	100*	17	1	6	0	4	-1	0.6	42
45	Cc1cc(C(F)(F)F)c(C#N)c(SCC(=O)NC(C)(C)C)n1	36	/	1	/	0.6	/	/	0.8	18

# (listing goes on)
no.	compound	CYP2C19 inhib	Plk1 PBD FP	PLAP act	EphB4 ephrin blk	CYP2C19 activ	HIV Rev-RRE inh	PLK1 inh	CYP2C9 act	CYP2C9 inhib
57	O=C(NC1CCC(NC(=O)C(F)(F)C(F)F)CC1)C(F)(F)C(F)F (stereo unspecified)	35	/	1	/	0.7	/	/	1.1	-12
58	Brc1ccc(-c2nn3c(-c4ccccn4)nnc3s2)o1	43	-33	1	2	0.6	3	-4	0.9	12
59	O=C(c1cccn2c(=O)c3cc4ccccc4cc3nc12)N1CCN(c2ccccc2)CC1	30	-18	0.9	-6	0.7	44*	-13	0.7	30
60	CCOC(=O)c1ccccc1NC(=O)C1COc2ccccc2O1 (stereo unspecified)	87*	-5	1.1	-2	0.1	11	-5	0.7	31
